Assay outcomes from PubChem BioAssay.
AID inhibitor: activation induced cytidine deaminase inhibition; Q9GZX7; AID 1347428; Potency, µM (doses to about 115 µM), for inactives: at the top dose activity change, negative = inhibition, usual class: inhibitors; hit rate 0.32% among 91,000; AID deamination FRET fluorescence, UDG-coupled, 4 h; further: nearly all actives have a fitted effect of over 25% in size
Target sequence (Q9GZX7 whole entry, looked up): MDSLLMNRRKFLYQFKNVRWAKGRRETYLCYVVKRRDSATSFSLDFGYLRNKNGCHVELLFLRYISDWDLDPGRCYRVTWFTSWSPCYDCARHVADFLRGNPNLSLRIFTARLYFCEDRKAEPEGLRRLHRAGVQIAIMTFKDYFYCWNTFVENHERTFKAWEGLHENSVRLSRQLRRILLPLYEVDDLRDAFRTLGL
UDG counterscr: UDG inhibition counter-screen; Potency, µM (titrated, usually from 115 µM), for inactives: at the highest dose activity change, negative = inhibition, usual class: inhibitors; FRET deamination/UDG coupled assay, UDG read, 4 h; hit rate 0.14% among 91,000; further: nearly all actives have a fitted effect of over 65% in size
An asterisk follows results filed as active; ? = inconclusive; [ ] = another dose, or the depositor's remark. The call rests on the fitted dose curve; in most records, active means well fitted curve in the direction sought with a large enough effect; inconclusive means small, poorly fitted or top-dose-only effect, or another doubt; inactive means no such curve, though single readings can be large; an effect the other way counts as inactive or inconclusive. On the % scale 0 is the no-effect control and ±100 the full control effect; potency means the concentration at half of the fitted maximal effect. This is a subset (hit frequency here may not be typical).

The first two records, ahead of the listing:
SMILES	AID inhibitor	UDG counterscr
NC(=O)c1ccc(NC(=O)C(F)(OC(F)(F)C(F)(F)C(F)(F)F)C(F)(F)F)cc1 (stereo not drawn)	-3%	-6%
Cc1cc(Nc2ccc(C)c(C)c2)n2cnnc2n1	-11%	3%

Main list, from the start:
SMILES	AID inhibitor	UDG counterscr
NC(=O)c1ccc(NC(=O)C(F)(OC(F)(F)C(F)(F)C(F)(F)F)C(F)(F)F)cc1 (stereo not drawn)	-3%	-6%
Cc1cc(Nc2ccc(C)c(C)c2)n2cnnc2n1	-11%	3%
Cc1ccc2c(c1)c(=O)c1ccccc1n2CCCC(=O)Nc1ccc(Cl)cc1C	12%	-29%
O=c1cc(-c2ccccc2)n2c(SCc3ccc([N+](=O)[O-])cc3)nnc2[nH]1	4%	6%
Cc1ccc(C)c(NC(=O)c2cc(S(=O)(=O)N3CCN(c4cccc(Cl)c4)CC3)ccc2F)c1	-15%	-11%
CC(=O)c1c(C)[nH]c(C(=O)C(C)Sc2ccc(C(F)(F)F)cn2)c1C (stereo not drawn)	-8%	6%
Cc1ccc(COC(=O)c2[nH]c3c(c2C)C(=O)CC(c2ccc(N(C)C)cc2)C3)cc1 (stereo not drawn)	6%	7%
O=C(CCNS(=O)(=O)c1ccc2c(c1)CCN2C(=O)C1CC1)N1CCN(c2ccccc2F)CC1	-11%	1%
COc1cc(OC)c(NC(=O)Nc2cccc(OCc3cc(=O)n4ccccc4n3)c2)cc1Cl	-5%	-2%
Cc1ccc(Cl)cc1N1CCN(C(=O)C2CCC(CNS(=O)(=O)c3cccs3)CC2)CC1 (stereo not drawn)	0%	6%[57.5 µM]
CNC(=S)NNC(=O)CSCc1ccccc1	1%	0%
CCOc1ccc(-c2cc(NC(=O)Nc3ccccc3C(F)(F)F)c(C(=O)OC)s2)cc1	75%[activator]	18%
CN(C(=O)CSc1nc2ccccc2n1Cc1ccccc1C#N)c1ccccc1	-26%	?
O=C(Cc1cccc2cccnc12)NCC1CC1	8%	0%
COc1ccc(CCNC(=O)c2ccc(CS(=O)(=O)Cc3cccc(C)c3)o2)cc1OC	16%	-9%
CCOc1ccc(NC(=O)Cn2nc(-c3ccncc3)ccc2=O)cc1	-4%[57.5 µM]	-11%[57.5 µM]
CCOC(=O)c1ccccc1NC(=O)c1sc2ncn(Cc3cccc(F)c3)c(=O)c2c1C	17%	5%
O=C(CCl)NC(NC(=O)CCl)c1ccccc1	-9%	-10%
CC(=O)CC1(O)C(=O)Nc2ccc(F)cc21 (stereo not drawn)	2%	-7%
O=C(CCc1ncc(-c2ccc(F)cc2F)o1)Nc1ccc(Cl)cc1	11%	-2%
CCOC(=O)c1ccccc1NC(=O)Cn1c(=O)n(Cc2nc(-c3ccccc3)no2)c(=O)c2ccccc21	7%	2%
COc1ccc(S(=O)(=O)N(CC(=O)NCCSc2ccccc2)c2ccc(C)cc2)cc1	6%[57.5 µM]	-14%[57.5 µM]
Nc1c(-c2nc(-c3cccs3)no2)nnn1-c1cccc(Cl)c1	19%	4%
CCOc1ccc(NC(=O)CN2CCN(C3CCCCC3)C(=O)C2=O)cc1	2%	-9%
O=C(N(Cc1ccc2cc[nH]c2c1)C1CC1)C12CC3CC(CC(C3)C1)C2	-7%	-5%

(cont.)
SMILES	AID inhibitor	UDG counterscr
COCCNC(=S)N(CCC#N)CCN(CCC#N)C(=S)NCCOC	-1%	3%
COc1ccc(CNC(=O)c2cc3cccc(OC)c3oc2=O)cc1	-15%	-5%
Cc1ccc2nc(CSc3ccccc3NS(=O)(=O)c3c(C)noc3C)cc(=O)n2c1	3%	1%
Cc1cccc(Cn2c(SCc3ccc(C(=O)N4CCCCCC4)cc3)nc3ccncc32)c1	?	-4%
O=C(COc1ccc2ccc(=O)oc2c1)NC(=O)NC12CC3CC(CC(C3)C1)C2	-7%	21%
Cc1ccc(CNC(=O)CCNS(=O)(=O)c2cccc3nsnc23)cc1	3%	-4%
CNc1c(NC(=O)NC(C)C)c(=O)oc2ccccc12	-9%	33%[activator]
COC(=O)c1ccc(NC(=O)C(C)N2Cc3ccccc3C2=O)cc1 (stereo not drawn)	-4%	?
CC(NC(=O)C1CC1)c1ccncc1 (stereo not drawn)	-3%	1%
CCOC(=O)c1c(C)oc2c1cc(NS(=O)(=O)c1ccc(C)cc1)c1ccccc12	28%	34%[activator]
Cc1ccc(S(=O)(=O)NCc2nnnn2-c2ccc(C)c(C)c2)cc1	-7%	-2%
O=C(CC1CCCC1)OCC(=O)c1ccc(Cl)cc1Cl	14%	9%
COc1ccc(CCNC(=O)CCCCn2c(=O)c3ccccc3n(Cc3cccc(C)c3)c2=O)cc1OC	1%	-10%
COc1ccc(C(=O)OCc2nc(N)c3ccccc3n2)cc1	-3%	-5%
Cc1cccc(NC(=O)C2CCN(c3nnc(C)c4c(C)n(-c5ccccc5)nc34)CC2)c1C	4%	1%
Cc1ccc(-n2ncc(C(=O)N3CCN(c4ccccn4)CC3)c2C2CCN(C(=O)OC(C)(C)C)CC2)cc1	-1%	-13%
O=C(Nc1cccc(Cl)c1)c1n[nH]c(=O)c2ccccc12	3%	3%
CCCn1c(=O)n(-c2cc(Cl)c(OC)cc2OC)c(=O)c2c3c(sc21)CN(C(C)=O)CC3	21%	37%[activator]
Cc1nnc(NC(=O)NCC(C)(C)N2CCN(C)CC2)s1	0%	-2%
COc1ccc(NC(=O)Cc2nc(-c3ccccc3)oc2C)c(OC)c1	0%	15%
O=C(Nc1ccc(F)c(F)c1)c1cc(S(=O)(=O)NCc2ccc3c(c2)OCO3)ccc1F	6%	-11%
CC(c1ccc(Cl)cc1Cl)N(C)Cc1nc2ccccc2o1 (stereo not drawn)	?	-14%
Cc1c(C(=O)OC2CCCCCC2)[nH]c2c1C(=O)CC(c1ccccc1Cl)C2 (stereo not drawn)	1%	2%
Cc1ccc(Cl)cc1N1CCN(C(=O)CCc2nnc3n(C)c(=O)c4ccccc4n23)CC1	4%	-3%
CCOc1ccc(N(C)S(=O)(=O)c2cc(-c3cc(C)no3)ccc2OC)cc1	-19%	-10%

Exported comma-delimited: part of the list above.
SMILES,AID inhibitor,UDG counterscr
CC(=O)c1c(C)[nH]c(C(=O)C(C)Sc2ccc(C(F)(F)F)cn2)c1C (stereo not drawn),-8%,6%
Cc1ccc(COC(=O)c2[nH]c3c(c2C)C(=O)CC(c2ccc(N(C)C)cc2)C3)cc1 (stereo not drawn),6%,7%

Further structures follow:
SMILES	AID inhibitor	UDG counterscr
O=C(/C=C/Nc1ccc(OC(F)(F)F)cc1)c1ccc(Br)cc1	-4%	-4%
Nc1cccc(OCC(=O)O)c1	23%	-2%
O=C(Nc1cccc(Cl)c1)C1CC2CCCC(C1)C2=O (stereo not drawn)	3%	7%
N#Cc1cn(C2CC2)c(=O)n(Cc2coc(-c3cccc(Cl)c3)n2)c1=O	-4%	-7%
CCc1ccc(N2CCn3c2nc2c3c(=O)n(Cc3c(F)cccc3Cl)c(=O)n2C)cc1	-7%	10%
O=C(CSc1nc(-c2ccccc2)no1)N1CCCCC1	-17%	-13%
Cc1cc(Nc2cccc(Cl)c2)nc2ccc(NC(=O)Cc3c(F)cccc3Cl)cc12	34%[activator]	4%
Cc1ccc(C(CC(=O)NCC2(c3ccccc3)CCCC2)c2ccccc2)c(O)c1 (stereo not drawn)	?	-16%
CCc1ccc(CNC(=O)CCCn2ccc3cc(S(=O)(=O)N4CCCC4)ccc32)cc1	-22%	-11%
CCc1ccc(NC(=O)Cn2c(=O)n(CCC(C)C)c(=O)c3cccnc32)cc1	-3%	27%
CCc1ccc(NC(=S)NCCCO)cc1	-6%	-12%
CN(Cc1ccccc1)C(=O)C1CCN(Cc2cc3ccccc3n2Cc2ccccc2)CC1	-16%	-16%[57.5 µM]
Cc1ccc2c(COC(=O)C3(S(=O)(=O)c4ccccc4)CCCC3)cc(=O)oc2c1	-13%	1%
CC(O)CNS(=O)(=O)c1cc(C(=O)O)ccc1Br (stereo not drawn)	3%	4%
N#Cc1nc(COc2ccccc2)oc1N1CCCCCC1	-25%	-14%
Cc1ccccc1Nc1nn2c(=O)c3ccc(C(=O)NCC(C)c4ccccc4)cc3nc2s1 (stereo not drawn)	?	-17%
N#Cc1ccc(N2CCC(C(=O)NC(c3ccc(F)cc3)C3CCCC3)CC2)nc1 (stereo not drawn)	6%	-1%
CCOC(=O)c1cnn(-c2cccc(F)c2)c1C1CCNCC1	18%	-13%
O=C(O)c1ccccc1-c1ncc(-c2ccccc2F)o1	6%	-1%
Cc1ccc(OCCOc2cccc(/C=C(/C#N)c3ccccc3)c2)cc1	-2%	-4%
Cc1ccc(-c2n[nH]c(=O)c3ccccc23)cc1S(N)(=O)=O	-4%	2%
CCCCCCCCCOc1ccc(C(=O)c2ccccc2)cc1	-2%	-11%
COc1ccc(NC(=O)CN2C(=O)COc3ccc(S(=O)(=O)NC4CCCC4)cc32)cc1OC	5%	-3%[57.5 µM]
CCC(CO)NS(=O)(=O)c1cc(Cl)ccc1Cl (stereo not drawn)	-3%	-7%
O=C(O)C(c1c[nH]c2cc(Cl)ccc12)N1CCN(Cc2ccccn2)CC1 (stereo not drawn)	-1%	2%

Next part:
SMILES	AID inhibitor	UDG counterscr
Cc1cc(=O)oc2cc(OCC(=O)NCc3ccccc3)ccc12	3%	2%
O=C(NCc1ccccc1)c1cccc2cccnc12	-7%	-1%
COc1cc(NC(=O)CSc2nncn3c2cc2oc(C)cc23)cc(OC)c1	2%	-3%
COc1ccc(NC(=O)CC2C(=O)N(c3ccc(C)cc3)C(=O)N2CCc2ccccc2)cc1 (stereo not drawn)	13%	-7%
COc1ccc2ccccc2c1C=C(C#N)c1ccccn1	20%	-8%
COc1cc(/C=C/c2nc(C#N)c(NCCCN3CCOCC3)o2)cc(OC)c1OC	3%	-4%
Cc1ccc(C(=O)N2CCc3cc(CNS(=O)(=O)c4cccs4)ccc32)cc1	26%	-10%[57.5 µM]
Cc1ccccc1Nc1nnc(SCC(=O)Nc2ccnn2C2CCCC2)s1	-10%	6%
Cc1ccc2nc(-c3ccc(Cl)c(NC(=O)COc4cccc(C)c4C)c3)oc2c1	4%	0%
O=C(NCc1coc(-c2cccs2)n1)c1cc2ccccc2cc1O	5%	8%
O=C(Nc1ccc(F)cc1F)C1CCN(S(=O)(=O)c2ccc3[nH]c(=O)ccc3c2)CC1	1%	1%
COc1ccc(C2=NC(c3ccncc3)=Nc3ccc(Br)cc3N2)cc1	-8%	?
CC1(C)CC(=O)C2=C(C1)OC(N)=C(C#N)C2c1ccco1 (stereo not drawn)	-5%	-9%
Cc1ccc(N=Cc2ccc[nH]2)cc1I	10%	-8%
O=C(COc1ccccc1[N+](=O)[O-])Nc1cc(-c2nc3cc(Cl)ccc3o2)ccc1Cl	16%	-5%
Cc1c(Cl)c(=O)oc2cc(OCC(=O)NCc3cccs3)ccc12	8%	5%
CCn1ccc2c(OCC(=O)Nc3ccccc3C)cccc2c1=O	-10%	31%[activator]
COc1ccc(NC(=O)c2ccco2)cc1NC(=O)c1cccc(C)c1	4%	-6%
COc1ccc(-c2nc(Cn3c(=O)cc(C)c4c(C)nn(-c5ccccc5)c43)c(C)o2)c(OC)c1	-32%	10%
CC1CCCN(CCCNC(=O)c2cc3c(Cl)nc4ccccc4c3s2)C1 (stereo not drawn)	?	-5%
O=[N+]([O-])c1cc(NS(=O)(=O)c2cc(Cl)sc2Cl)ccc1F	-6%	-3%
CC(=O)c1cccc(NC(c2ccc(F)cc2)c2nnc(-c3ccccc3)o2)c1 (stereo not drawn)	?	-11%
O=S(=O)(NCC(Nc1ccc(Cl)cc1)c1ccccc1)c1ccccc1 (stereo not drawn)	7%	9%
COc1cc2c(cc1OC)CN(C(=O)CCc1ncc(-c3c(F)cccc3F)o1)CC2	6%	1%
S=C(NCCc1ccc(Cl)cc1Cl)NC1CC2CCC1C2 (stereo not drawn)	?	-8%
O=C(CCC(=O)c1ccc(Cl)cc1)OCc1ccc(Cl)cc1Cl	-7%	-6%
O=C(Cn1c(=O)n(-c2ccc(F)c(Cl)c2)c(=O)c2sc3ccccc3c21)NC1CCCCC1	-3%	-13%
O=C(Nc1cc(C(F)(F)F)ccc1Cl)c1ccc2c(c1)CCN2S(=O)(=O)c1ccccc1	0%	1%

Looked up above:
Cc1ccc(-n2ncc(C(=O)N3CCN(c4ccccn4)CC3)c2C2CCN(C(=O)OC(C)(C)C)CC2)cc1 | UDG counterscr = -13%
O=C(O)c1ccccc1-c1ncc(-c2ccccc2F)o1 | UDG counterscr = -1%
Cc1ccc(CNC(=O)CCNS(=O)(=O)c2cccc3nsnc23)cc1 | AID inhibitor = 3%
CCOc1ccc(NC(=O)Cn2nc(-c3ccncc3)ccc2=O)cc1 | AID inhibitor = -4%[57.5 µM]
O=C(COc1ccccc1[N+](=O)[O-])Nc1cc(-c2nc3cc(Cl)ccc3o2)ccc1Cl | UDG counterscr = -5%
CC(c1ccc(Cl)cc1Cl)N(C)Cc1nc2ccccc2o1 (stereo not drawn) | UDG counterscr = -14%
O=C(Nc1cccc(Cl)c1)C1CC2CCCC(C1)C2=O (stereo not drawn) | AID inhibitor = 3%
